LYP phosphatase: inhibitors of LYP phosphatase, biochemical, fluorescence intensity, uHTS (AID 1779); one-dose inhibition, % at 11.5 µM; IC50 in µM for titrated hits; recombinant LYP phosphatase, fluorescence intensity; higher % means a stronger effect; 290,000 tested, 0.054% active; in the data active means inhibition above about 50%;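 further: plate controls were vehicle with enzyme for no effect and no enzyme for full effect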
GPR55 antagonists: GPR55 antagonists blocking LPI-driven arrestin recruitment, primary screen, imaging, U2OS, beta-arrestin-GFP, LPI agonist (AID 2013). G-protein coupled receptor 55 (Homo sapiens). U2OS GPR55 beta-arrestin-GFP translocation imaging, LPI antagonism; higher % means a stronger effect. 290,000 tested, 0.13% active. inhibition, % at 10 µM, or IC50 in µM where a hit was titrated;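 active means spots per cell inhibited over 60%, with over 100 cells counted and total cytoplasm intensity under 500,000; inconclusive means wells with under 100 cells, flagged as likely toxic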;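 further: U2OS cells stably carrying GPR55 and arrestin-GFP stimulated by 5 µM LPI near EC80; imaged beta-arrestin-GFP aggregate spots per cell after agonist stimulation; plate controls were LPI-stimulated DMSO wells for no effect and DMSO wells without LPI for full effect; some results filed as inactive read as strong as hits; confirmed hits need IC50 under 10 µM and bright autofluorescent wells are also inconclusive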
HIV fusion peptide: inhibitors of HIV fusion peptide binding, primary screen, biochemical, uHTS, fluorescence dequenching (AID 1986); cell-free peptide binding, fluorescence dequenching, 30 min; higher % means a stronger effect; inhibition, % at 20 µM; hits with a dose series show IC50 in µM; 290,000 tested, 0.3% active; in the data active means inhibition mostly above about 52%, no sharp cut-off; inactive means mostly below about 76%; further: some results filed as inactive read as strong as hits
PhoP inhibition: inhibitors of PhoP regulon expression, primary screen, Salmonella Typhimurium, GFP reporter (AID 1863); 300,000 tested, 0.16% active; S. Typhimurium PhoP-regulated promoter GFP reporter, 4 h; higher % means a stronger effect; one-dose inhibition, % at 50 µM; IC50 in µM for titrated hits;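 active means inhibition over 29.93%, a cutoff 3 SD above the screen mean, later confirmed by dose response; inconclusive means inhibition over 29.93% but no dose response follow-up; inactive means inhibition at most 29.93% or unconfirmed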;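 further: 0% = low Mg2+ inducing control and 100% = high Mg2+ repressing control; strong numbers were not always called active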
Myeloid diff MLP: induction of myeloid progenitor differentiation, primary screen, cell-based, flow cytometry, MLPCN library; AID 624256, 2012; 360,000 tested, 1% active; calls only at 10 µM; ER-HoxA9 myeloid progenitors, lysozyme-GFP differentiation;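 active means normalized GFP-positive differentiation at or above the plate's own cutoff, the solvent-only control mean plus 3 SD; inconclusive means no clear call, values can overlap the other calls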;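 further: cells exposed to compound for four days before flow analysis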
NTR1 ag: agonists of NTR1, primary screen, imaging, U2OS cells, beta-arrestin-GFP, high content (AID 493036). Neurotensin receptor type 1 (Homo sapiens), P30989. NTR1-U2OS beta-arrestin-GFP spot imaging, agonist mode. activation, % at 20 µM. 330,000 tested, 0.17% active;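 active means activation at or above 40% of the spot to cytoplasm intensity ratio, with at least 20 cells analyzed; inconclusive means wells under 20 cells, flagged as cytotoxic or low count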;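 further: 0% = DMSO without peptide and 100% = 100 nM NTR1 peptide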
Target sequence (P30989 whole entry, looked up): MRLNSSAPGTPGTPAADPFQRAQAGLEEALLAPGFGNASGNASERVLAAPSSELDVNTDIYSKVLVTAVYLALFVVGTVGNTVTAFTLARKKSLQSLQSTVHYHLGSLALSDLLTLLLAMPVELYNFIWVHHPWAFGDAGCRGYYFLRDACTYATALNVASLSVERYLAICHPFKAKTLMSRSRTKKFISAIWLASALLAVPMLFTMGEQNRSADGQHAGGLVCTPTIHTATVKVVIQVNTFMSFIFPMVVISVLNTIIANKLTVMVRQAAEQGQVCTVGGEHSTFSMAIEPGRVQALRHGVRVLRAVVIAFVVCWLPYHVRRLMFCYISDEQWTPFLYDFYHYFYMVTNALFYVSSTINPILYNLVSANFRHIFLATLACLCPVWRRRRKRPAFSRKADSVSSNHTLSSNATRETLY
Siah-1 displacement: Siah-1 peptide-binding antagonists, primary screen, biochemical, fluorescence polarization, rhodamine-plectin, uHTS (AID 1817) | Siah-1 / rhodamine-plectin peptide fluorescence polarization; higher % means a stronger effect | 290,000 tested, 0.02% active | E3 ubiquitin-protein ligase SIAH1 (Homo sapiens) | displacement, % at 20 µM, or IC50 in µM where a hit was titrated;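 active means displacement of at least 50% at 20 µM, with a fluorescence ratio check between 0.3 and a set limit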;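 further: plate controls were Siah plus tracer with DMSO for no effect and tracer alone without Siah for full effect; strong numbers were not always called active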
MgcRacGAP inhibition: MgcRacGAP GTPase-activating activity inhibitors, confirmation, biochemical, ADP Hunter fluorescence. 340,000 tested, 0.6% active. inhibition, % at 30 µM, or IC50 in µM where a hit was titrated. MgcRacGAP-stimulated Rac1 GTP hydrolysis, ADP Hunter fluorescence; higher % means a stronger effect; GST-tagged Rac1 F28L mutant substrate;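 active means first-screen hits whose inhibition reached a set limit at any dose in the follow-up dose series; inconclusive means inhibition above the set first-screen limit but never retested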;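 further: fluorescence reports GDP produced by GAP-driven GTP hydrolysis; strong numbers were not always called active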
GPR35 arrestin U2OS: GPR35 antagonists blocking zaprinast-driven arrestin recruitment, primary screen, imaging, U2OS, beta-arrestin-GFP, zaprinast agonist (AID 2058); G-protein coupled receptor 35 (Homo sapiens); 290,000 tested, 0.052% active; U2OS GPR35 beta-arrestin-GFP translocation imaging, zaprinast antagonism; higher % means a stronger effect; one-dose inhibition, % at 10 µM; IC50 in µM for titrated hits;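 active means inhibition of at least 50% with at least 30 cells and total cytoplasm GFP at most 10,000,000; inconclusive means under 30 cells or total GFP of 10,000,000 plus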
NTR1 ag cell count 20 µM: also measured in NTR1 ag; calls as there; cell count; measured here: cell count, cytotoxicity flag
Myeloid diff MLP GFP+ MAC1+ %: further read-out of Myeloid diff MLP, marked with its call; GFP+ MAC1+ double positive, %; measured here: differentiation confirmed by MAC1 staining
Active calls of the source: *; i = inactive; ? = inconclusive; / = no result given.

SMILES,LYP phosphatase,GPR55 antagonists,HIV fusion peptide,PhoP inhibition,Myeloid diff MLP,Myeloid diff MLP GFP+ MAC1+ %,NTR1 ag,NTR1 ag cell count 20 µM,Siah-1 displacement,MgcRacGAP inhibition,GPR35 arrestin U2OS
CC(C)CNS(=O)(=O)c1ccc(CCC(=O)NCc2ccc(Cl)cc2)cc1,-1.3%,16.6%,1.8%,0.8%,i,0.8,2.1,44,-0.7%,4.2%,2.9%
Cc1ccc(NC(=O)CCc2c(C)nn(-c3ccc(N4CCCCC4)nn3)c2C)cc1F,-6.4%,-12.4%,-1.7%,9.2%,?,/,2.1,72,-8.2%,-7.0%,-17.4%
C=CC1C(OC2OC(CO)C(O)C(O)C2O)OC=C(C(=O)OC)C1CC1CC(=O)CC(CC(=O)CCc2ccc(O)cc2)O1 (centres undefined),-6.6%,1.8%,-2.6%,-0.5%,i,3.4,0.5,68,-1.3%,14.5%,-8.3%
CC(C)C(=O)Nc1ccc(-c2nc3ncccc3o2)cc1,-15.0%,-5.5%,0.8%,-1.5%,i,0.6,1.0,42,4.5%,8.7%,-1.7%
CC(C)OCCCN1CN(S(=O)(=O)c2ccccc2)c2nc3ccccc3nc21,-1.9%,-5.1%,-0.3%,4.6%,i,0.7,-0.6,31,1.8%,10.1%,0.8%
O=C(NC(=S)Nc1ccc(S(=O)(=O)Nc2nccs2)cc1)c1ccc(Br)o1,-3.1%,7.9%,11.1%,-6.6%,i,0.2,1.8,43,11.5%,7.0%,3.7%
COc1ccc(OC)c(S(=O)(=O)Nc2ccc3c(c2)n(C)c(=O)n3C)c1,-13.6%,0.0%,1.1%,1.8%,i,0.3,-1.8,38,2.7%,5.0%,1.0%
Cc1cccc(NC(=S)NNC(=S)NCc2ccccc2)c1,1.3%,6.8%,-1.3%,-12.2%,i,1.0,-2.5,99,-0.8%,11.8%,2.5%
CCOc1ccccc1OCCCC(=O)NCCc1ccc(S(N)(=O)=O)cc1,0.4%,-1.4%,-1.1%,-4.1%,i,0.6,-0.4,53,6.4%,6.7%,6.3%
Cc1ccccc1CNC(=O)Cc1cccs1,-2.7%,-4.7%,-2.5%,5.4%,i,1.2,-1.9,80,0.9%,-4.2%,-4.6%
O=C(CSc1nnc(Cc2ccccc2)c(=O)[nH]1)Nc1ccccc1,/,/,/,-2.8%,i,0.8,-0.1,54,/,1.3%,/
COC(=O)c1ccc(CNC(=O)CSc2nc3sc(C)c(C)c3c(=O)n2C)o1,-5.3%,-3.8%,0.6%,-4.1%,i,6.0,1.2,41,4.8%,5.3%,2.2%
COc1ccccc1CN(C)C(=O)c1cc2ccccc2o1,-1.5%,-0.6%,0.1%,-4.9%,i,0.6,4.7,44,5.1%,3.0%,-3.4%
O=C(Nc1ccccn1)Nc1ccccc1Cl,-12.8%,-5.1%,2.1%,-1.5%,i,0.5,2.7,58,11.8%,12.7%,6.8%
Cc1cc(Oc2ccc(=O)[nH]n2)nc(Cl)n1,-6.0%,6.6%,0.9%,-1.1%,i,0.2,0.0,60,1.7%,8.5%,22.0%
CC(NC(=O)c1ccc(Br)o1)C1CC2CCC1C2 (centres undefined),-3.3%,-15.2%,3.5%,-3.4%,i,1.9,0.0,60,3.0%,8.5%,-18.7%
CC(C)OC(=O)c1c(F)c(F)c(N2CCOCC2)c(F)c1F,-3.0%,-2.2%,1.3%,-11.6%,i,6.6,2.4,69,0.7%,0.4%,-17.3%
O=C(Cn1c(=O)c2cccn2c2cccnc21)N1CCN(c2ccccc2F)CC1,-6.3%,-1.3%,0.2%,-5.0%,i,2.4,0.1,50,9.6%,15.8%,-5.7%
O=C(c1ccc(C(F)(F)F)cc1)N1CCCCC1,-2.2%,0.3%,0.8%,-2.2%,i,0.6,0.6,60,3.3%,1.6%,3.3%
CCCNC(=O)CN(C1CCCCC1)S(C)(=O)=O,1.6%,5.5%,0.9%,38.5%,i,1.0,0.0,48,-1.8%,9.5%,-5.0%
CN(C)c1ccc(C(CNC(=O)c2ccccc2Br)c2c[nH]c3ccccc23)cc1 (centres undefined),1.2%,15.9%,-2.4%,0.3%,i,0.7,0.0,79,-9.2%,-7.1%,-7.2%
O=[N+]([O-])c1ccc(Sc2ncccn2)c([N+](=O)[O-])c1,-0.2%,-0.4%,-1.3%,-2.1%,i,0.4,1.8,58,7.0%,/,12.5%
COc1ccc(C2=NN(C(C#N)c3ccc(OC)cc3)C(c3ccccc3)C2)cc1 (centres undefined),-1.6%,9.2%,-3.6%,24.2%,i,0.3,/,/,6.3%,8.2%,-9.0%
COc1ccc(CN2CCN(Cc3ccccc3F)CC2)c(OC)c1,-5.4%,4.1%,0.9%,-2.6%,i,1.0,-1.0,68,7.8%,70.3µM*,5.2%
O=C(Nc1cccc(F)c1)C1CCN(S(=O)(=O)c2cnc[nH]2)CC1,-10.0%,2.0%,-0.3%,1.3%,i,0.8,-0.9,57,6.1%,2.5%,4.0%
CC(C)CC(=O)Nc1nnc(CSCc2ccc(F)cc2)s1,-7.4%,11.1%,-1.5%,-3.5%,i,0.7,4.7,44,0.7%,-0.7%,-11.0%
CCCCN(C)C(=O)c1sc2ncn(CC)c(=O)c2c1C,-5.5%,-4.7%,1.2%,2.8%,i,0.7,0.5,40,0.0%,13.8%,7.3%
CC1CCN(C(=O)CN(c2ccc3c(c2)OCO3)S(C)(=O)=O)CC1,-3.1%,1.9%,-1.4%,6.3%,i,14.8,0.4,44,-2.4%,-1.8%,5.2%
CC(NC(=O)CN1C(=O)COc2ccccc21)c1ccccc1 (centres undefined),0.1%,4.9%,-2.2%,5.6%,i,8.3,-0.2,53,-5.0%,3.1%,-7.7%
C=CCc1cccc2cc(C(=O)N3CCOCC3)c(=O)oc12,-13.0%,1.1%,-1.3%,7.2%,i,0.4,-0.2,73,-6.7%,2.0%,3.5%
CCOC(=O)C1=C(O)C(Nc2nccs2)(C(F)(F)F)N=C1C (centres undefined),3.6%,11.8%,0.4%,-1.1%,i,0.4,0.5,57,0.6%,2.3%,4.0%
CCOC(=O)N1CCC(=C(C#N)C(=O)Nc2cc(OC)ccc2OC)CC1,-11.1%,-1.7%,-0.2%,7.6%,i,1.5,-0.4,45,0.2%,5.0%,14.2%
Cc1c(C(=O)Nc2ccccc2Cl)oc2ccc(S(=O)(=O)N3CCC4(CC3)OCCO4)cc12,-0.7%,27.2%,-1.2%,-2.9%,i,0.5,5.0,53,1.3%,7.1%,-2.7%
O=[N+]([O-])c1cccc(-c2nnn(C34CC5CC(CC(C5)C3)C4)n2)c1,-4.6%,19.2%,-1.0%,0.3%,i,0.3,4.8,45,2.7%,8.0%,13.5%
CC(Oc1ccc(-c2ccccc2)c(F)c1)c1ccn(S(=O)(=O)c2ccc(Br)cc2)n1 (centres undefined),2.3%,12.0%,2.0%,-10.3%,i,0.3,0.2,81,7.0%,7.7%,8.7%
C=CCc1cc(OC)ccc1OCCON1C(=O)CCC1=O,-1.0%,-0.2%,1.3%,-8.8%,i,1.1,0.0,42,1.6%,8.6%,5.3%
COCC(=O)N(Cc1cc2ccc(C)cc2[nH]c1=O)c1ccc(OC)cc1,-8.6%,3.5%,1.3%,-5.9%,i,5.5,-0.4,80,6.3%,8.0%,1.0%
O=C(CSCc1ccco1)NC1CCCC1,0.6%,9.1%,6.8%,-1.1%,i,0.2,1.4,55,-0.7%,-7.3%,-7.5%
CS(=O)(=O)c1ccc(C(=O)N2CCc3ccccc3C2)cc1,-7.5%,7.2%,1.3%,-6.8%,i,0.2,0.4,45,7.2%,6.8%,-0.5%
CC(C)(C)NC(=O)COC(=O)c1ccc(NC(=O)CC#N)cc1,-2.0%,17.3%,0.4%,0.2%,i,0.0,0.4,58,18.6%,0.2%,-3.4%
COc1ccc(S(=O)(=O)Nc2cc(C)on2)cc1OC,-4.9%,9.4%,-0.6%,-7.6%,i,1.2,-1.3,66,-5.9%,10.9%,-3.0%
COc1ccc(NC(=O)CN(C)CC(=O)Nc2ccccc2SC)cc1Cl,0.0%,9.4%,0.6%,-6.3%,i,0.6,0.4,72,1.7%,1.9%,-0.6%
COc1ccccc1NC(=O)Cn1nc(-c2ccc(Cl)cc2)c2ccccc2c1=O,4.1%,8.2%,-1.6%,-5.5%,i,1.8,1.6,76,1.6%,-5.5%,-12.2%
CCNC(=O)NC(=O)CSc1ccc2ccccc2c1,0.0%,12.2%,-0.5%,-10.7%,i,0.7,2.4,69,3.9%,12.6%,-17.9%
Cc1[nH]c2ccc(C(=O)NCC(C)(C)N3CCOCC3)cc2c1C,-6.2%,11.9%,-1.4%,-2.6%,i,0.2,-0.1,36,-6.2%,4.9%,9.8%
CC(C)c1nnc(N2C(=O)C(O)=C(C(=O)c3cccs3)C2c2ccccc2)s1 (centres undefined),-1.3%,2.4%,13.8%,-14.5%,i,0.5,/,/,3.0%,11.5%,4.2%
COCCN1C(=O)N[C@@H](c2ccccc2)[C@H](C(C)=O)[C@H]1C,/,/,/,7.6%,i,1.8,1.9,56,/,3.7%,/

High-throughput results from PubChem.
